aGlu spleen mod: lysosomal alpha-glucosidase (human) modulation; P10253; human spleen homogenate, 4-MU-alpha-glucoside fluorescence; Potency, µM (series often up to 79.9 µM), without a hit: at the top dose activity change, negative = inhibition, hits mostly inhibitors; actives 0.006% (n = 240,000); AID 2112;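 further: potency means the concentration at half of the fitted maximal effect; 0% = enzyme with vehicle and -100% = no enzyme basal signal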
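AC50 values come from Hill-equation fits of concentration-response data, normalized to no-enzyme and full-activity controls. Enzyme source: 1 ug human spleen homogenate; 1 mM fluorogenic 4-MU glucoside, pH 5.0 citrate buffer, 37 C, 40 min.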
GAA glycogen: GAA glycogen-cleavage inhibition or activation; P10253; recombinant GAA, glycogen substrate, Amplex Red glucose oxidase fluorescence; Potency, µM (top dose mostly 76.4 µM), inactives show at the top dose activity change, negative = inhibition, hits mostly inhibitors; actives 0.38% (n = 300,000); AID 2100;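 further: potency means the concentration at half of the fitted maximal effect; 0% = full enzyme reaction and -100% = no-enzyme basal signal; the screen sought inhibitors and activators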
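Recombinant human enzyme (4 nM); glycogen substrate; 37 C, 40 min, pH 5.0. Readout: coupled glucose oxidase/Amplex Red fluorescence.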
HTT cytoprotect: protects HTT-Q103 PC12 cells, measured by ATP. actives 0.14% (n = 230,000). Potency, µM (series often up to 56.4 µM), inactives show cytoprotection (ATP increase), most hits filed as activators. PC12 HTT-Q103 induced, cytoprotection, ATP luminescence, 40 h;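 further: potency means the concentration at half of the fitted maximal effect; % of control where 0% means no effect; nearly all actives have a fitted effect of over 45% in size; toxic huntingtin expression switched on by the ecdysone agonist tebufenozide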
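PC12 cells stably carrying ecdysone-inducible Htt exon 1 (Q103)–GFP were induced with 100 nM tebufenozide (final) alongside library compounds in a dose series. Cytoprotection was scored as retained ATP by ATPlite luminescence.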
GAA inhib: blocks human lysosomal alpha-glucosidase | P10253 | purified human GAA, 4-MU-alpha-glucoside fluorescence | Potency, µM (highest dose often 76.9 µM), inactives show top-dose activity change, negative = inhibition, actives largely listed as inhibitors | actives 0.005% (n = 200,000) | AID 1466;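 further: potency means the concentration at half of the fitted maximal effect; plate controls were uninhibited enzyme wells for no effect and no-enzyme background for full effect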
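AC50 values come from Hill fits of compound titrations (up to 77 uM) against 4 nM human enzyme. Substrate 4-methylumbelliferyl-alpha-D-pyranoside at 400 uM, pH 5.0 citrate buffer, 20 min room temperature; fluorescence Ex 365/Em 440 after alkaline stop.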
CBFb-RUNX1 inh: inhibitors of human CBF-beta and RUNX1 interaction; Q01196+Q13951; AlphaScreen CBFb-His/RUNX1-biotin binding, biochemical; Potency, µM (series often up to 59.8 µM), without a hit: top-dose activity, negative = inhibition, usual class: inhibitors; 230,000 tested, under 10 active; further: % of control where 0% means no effect
Target sequence (Q01196 whole entry, looked up): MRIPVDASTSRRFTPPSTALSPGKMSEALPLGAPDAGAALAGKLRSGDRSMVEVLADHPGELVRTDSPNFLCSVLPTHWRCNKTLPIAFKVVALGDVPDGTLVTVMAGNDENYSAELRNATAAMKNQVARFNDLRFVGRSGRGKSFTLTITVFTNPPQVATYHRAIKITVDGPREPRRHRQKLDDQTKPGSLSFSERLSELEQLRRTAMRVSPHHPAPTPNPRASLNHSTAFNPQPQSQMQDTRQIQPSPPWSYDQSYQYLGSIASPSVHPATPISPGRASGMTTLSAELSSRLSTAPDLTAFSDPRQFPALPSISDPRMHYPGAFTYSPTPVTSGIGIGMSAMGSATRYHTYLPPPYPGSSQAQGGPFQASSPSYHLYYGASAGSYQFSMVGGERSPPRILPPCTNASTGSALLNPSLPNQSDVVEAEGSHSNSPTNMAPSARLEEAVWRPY
Target sequence (Q13951 whole entry, looked up): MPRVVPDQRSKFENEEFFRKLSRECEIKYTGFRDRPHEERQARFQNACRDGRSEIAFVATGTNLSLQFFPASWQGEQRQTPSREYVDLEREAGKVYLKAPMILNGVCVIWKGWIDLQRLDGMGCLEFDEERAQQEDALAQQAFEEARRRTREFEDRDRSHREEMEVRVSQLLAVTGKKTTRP
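His-tagged CBF-beta and biotinylated RUNX1 (30 nM each) were premixed 20 min at room temperature, exposed to compound for 15 min, then given nickel-chelate and streptavidin AlphaScreen beads (50 ng each). After 90 min, AlphaScreen signal was read.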
HttQ103 aggreg: mutant huntingtin aggregation inhibition | AID 1688 | Potency, µM (highest dose often 46.1 µM), inactives show top-dose activity change, negative = inhibition, usual class: inhibitors | actives 1.1% (n = 220,000) | PC12 HttQ103-GFP aggregates, Acumen cytometry, 40 h; further: potency means the concentration at half of the fitted maximal effect; on the % scale 0 is the no-effect control and ±100 the full control effect; nearly all actives have a fitted effect of over 60% in size
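Aggregates are detected as GFP objects 1–25 µm with signal 6 STDEV over background in lysates of induced PC12 cells. These carry Huntingtin exon 1 with 103 glutamines fused to GFP under an ecdysone promoter; compounds titrated.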
LMNA splice mod: changes lamin A minigene splicing in HeLa cells; HeLa LMNA splicing GFP/RFP minigene ratio, 48 h; Potency, µM (titrated, usually from 46.1 µM), for the others: at the highest dose ratio change, negative = inhibition, actives largely listed as inhibitors; actives 0.01% (n = 200,000); AID 1487; active means well fitted inhibition curve with a large enough effect in the signal ratio, with a control signal flat, not every such curve was filed as active; inconclusive means small, poorly fitted or top-dose-only effect, or effect the other way, or a change in a side signal; the % refers to the signal ratio; further: potency means the concentration at half of the fitted maximal effect; on the % scale 0 is the no-effect control and ±100 the full control effect
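S3 HeLa cells stably expressing lamin A-EGFP splicing minigene plus DsRed2, 600 cells/well, 48 h compound exposure at 37C. Laser-scanning cytometry; analysed as GFP (500-530 nm)/RFP (575-640 nm) total intensity ratio; 0.5% DMSO vehicle.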
Active calls of the source: *; ? = inconclusive; / = not tested or not shown; & = joins results of further samples; [ ] = remark or other dose. Unless noted, the call rests on the fitted dose curve; in most records, active means well fitted curve in the direction sought with a large enough effect; inconclusive means small, poorly fitted or top-dose-only effect, or another doubt; inactive means no such curve, though single readings can be large; an effect the other way counts as inactive or inconclusive.

SMILES	aGlu spleen mod	GAA glycogen	HTT cytoprotect	GAA inhib	CBFb-RUNX1 inh	HttQ103 aggreg	LMNA splice mod
C=CCn1c(SCC(=O)c2cc(C)n(C)c2C)nnc1-c1ccncc1	-11%	-1%	-7%	7%	3%	-16%	-4%[46 µM]
Cc1cc2c(=O)[nH]c(Cc3ccccc3)nc2s1	-2%	18%	12%[10 µM]	-11%	4%	-2%	-10%
CCOc1ccc2nc(SCC(=O)Nc3cccc(S(=O)(=O)NC4=NCCCCC4)c3)[nH]c2c1	-1%	-2%	-28%	4%	-11%	0%	-22%[46 µM]
O=C(CSc1nnc(CNC(=O)C23CC4CC(CC(C4)C2)C3)n1-c1ccc(F)cc1)Nc1ccccc1	5%	-5%	-9%[10 µM]	3%	-5%	13%	-6%
CCOc1ncccc1C(=O)OCc1ccc(C#N)cc1	1%	-2%	12%[1.9 µM]	-4%	5%	0%	4%
COc1cc(OC)cc(-c2nnc(SCc3c(F)cccc3Cl)o2)c1	-8%	4%	-4%	-2%	?	?	-4%
CC(=O)c1ccc(-n2nnnc2SCC(=O)Nc2cccc(NC(=O)c3ccco3)c2)cc1	-12%	3%	-47%[inhibitor]	1%	-2%	0%	-3%
Cc1ccc(S(=O)(=O)N2C(=O)c3cccc4cccc2c34)cc1	5%	-1%	-10%[10 µM]	/	7%	-12%[9.22 µM]	/
CC(=O)Nc1ccc(S(=O)(=O)NNC(=O)COc2cc(C)ccc2C(C)C)cc1	-2%	-23%	0%	-2%	5%	-4%	10%
Cn1c(=O)n(C)c2cc(S(=O)(=O)N3CCCc4ccccc43)ccc21	-7%	-3%	-98%[inhibitor][10 µM]	-4%	2%	-7%	28%
CCC1=C2CC[C@H]3C(=O)N(CC)C(=O)[C@H]3[C@H]2[C@@]2(Cc3ccccc3)C(=O)N(CC3CC3)C(=O)N2C1=O	2%	/	-23%	/	-6%	/	/
CNc1nnc(-c2cc3ccccc3oc2=O)s1	-2%	-1%	-34%	-8%	4%	5%	20%
Cc1ccc(CN2CCNC(=O)C2CC(=O)NC2CCCCCC2)o1 (centres undefined)	1%	15%	12%[10 µM]	-3%	10%	5%[9.22 µM]	13%[46 µM]
Cc1cc(NC(=O)c2ccccc2F)ncc1NC(=O)c1cccs1	-1%	-8%	-65%	0%	1%	-1%[9.22 µM]	-9%[46 µM]
CN(C)c1ccc(CN(C(=O)C2COc3ccccc3O2)C2CCS(=O)(=O)C2)cc1 (centres undefined)	6%	?	11%[0.074 µM]	-1%	-24%	30%	-4%
CCOC(=O)COc1ccc(-c2nnc(-c3ccccc3)o2)cc1	4%	2%	-96%[inhibitor][10 µM]	9%	5%	-16%	1%
COc1ccc(C2NN=C(c3ccc(C)cc3)S2)cc1OC (centres undefined)	6%	-21%	-122%[inhibitor]	4%	5%	-4%	/
CO[C@@H]1/C=C\CC(=O)N[C@@H](C)C(=O)OC[C@@H](OC)[C@H](C)/C=C\CC(=O)OC[C@H]1C	-2%[17.4 µM]	/	-11%[10 µM]	/	8%[13.1 µM]	/	/
O=[N+]([O-])c1ccc2[nH]ncc2c1	-4%	-9%	7%	-1%	1%	-13%	/
Cc1noc(C)c1S(=O)(=O)NC1CCN(Cc2ccccc2)CC1	-12%	-7%	9%	-5%[15.4 µM]	2%	-4%	-4%

Results in CBFb-RUNX1 inh, GAA inhib and LMNA splice mod, for some of the entries so far:
Structure | CBFb-RUNX1 inh | GAA inhib | LMNA splice mod
CCOc1ncccc1C(=O)OCc1ccc(C#N)cc1 | 5% | -4% | 4%
COc1cc(OC)cc(-c2nnc(SCc3c(F)cccc3Cl)o2)c1 | ? | -2% | -4%

Next part.
SMILES	aGlu spleen mod	GAA glycogen	HTT cytoprotect	GAA inhib	CBFb-RUNX1 inh	HttQ103 aggreg	LMNA splice mod
CCCCC(CC)CN (centres undefined)	8%&2%	/	-10%&15%	/	8%&7%[21.7 µM]	/	/
O=C(Nc1ccccc1C(=O)NCc1ccccc1)c1ccco1	2%	-4%	-23%	-3%	7%	3%	17%
O=C(O)c1cnn2c1C(=O)N(Cc1cccs1)CC2	6%	2%	-4%	-5%	?	15%	/
CCOC(=O)C1(Cc2ccccc2C)CCCN(C(=O)c2ccccn2)C1 (centres undefined)	2%	-11%	-4%[10 µM]	-15%	-3%	1%[9.22 µM]	/
CC(C)c1ccc(CN(C)CC(O)c2ccccc2)cc1 (centres undefined)	-5%	7%	-20%	-6%	5%	18%	/
CCOc1cc(NC(=S)NCCCN2CCOCC2)c(OCC)cc1NC(=O)c1ccc(C)cc1	-3%	-4%	-6%[10 µM]	10%	3%	13%[9.22 µM]	/
CCN(CC)CCCN1C(=O)C(O)=C(C(C)=O)C1c1cccc(OC)c1 (centres undefined)	-4%	1%	2%[10 µM]	-5%	14%	6%	-7%
CC1CCCN(C(=O)Cc2ccc(F)cc2)C1 (centres undefined)	1%	8%	6%	-2%	5%	-5%	2%
O=C(NCc1ccccc1)C1=C[C@H](C2CC2)C[C@H](OCCCCO)O1	-5%	15%	2%[10 µM]	/	-1%	-7%[9.22 µM]	/
CCN(c1ccc(NC(=O)COC(=O)c2ccc3ccccc3n2)cc1)C(C)C	-5%	-1%	-9%	-5%	-13%	-5%	12%
Cc1cc(C)cc(NC(=O)CN2CCN(c3ncccn3)CC2)c1	-14%	10%	5%	-1%	-1%	1%[9.22 µM]	1%
COC(=O)C1(C)C=C(Nc2ccc(OC)cc2)C(=O)N1c1ccc(OC)cc1 (centres undefined)	-7%	/	?	/	-8%	/	/
CCOc1ccccc1C1C(C(N)=O)=C(C)Nc2nc(-c3cccc(C)c3)nn21 (centres undefined)	3%	15%	-16%	-9%	-6%	-7%	6%
O=C1c2ccc3c4c(ccc(c24)C(=O)N1c1cccc(O)c1)C(=O)N(c1cccc(O)c1)C3=O	3%	-8%	-76%[inhibitor][10 µM]	/	8%	-42%[9.22 µM]	/
O=C(c1cccc2cccc(O)c12)N1CCCCC1	2%	25µM*	5%	5%	-4%	1%	3%
Cc1ccc(NC(=O)CSc2ncccc2C(=O)Oc2cccc([N+](=O)[O-])c2)cc1Cl	-1%	-6%	10%[10 µM]	-10%	-1%	9%	3%
O=c1c(-c2ccccc2)cnc2n1CCS2	-15%	23%	0%[10 µM]	?	0%	6%	-3%[46 µM]
CCn1c(/C=C/Nc2ccccc2)[n+](CC)c2ccc(C(=O)OCC(F)(F)F)cc21	0%	-2%	9%[10 µM]	-12%	6%	2%	15%
O=c1c2ccccc2ncn1CCOCCOc1ccc([N+](=O)[O-])cc1	9%	-5%	-18%	-3%	-1%	?	11%[46 µM]
O=C(NCc1n[nH]c(=S)n1-c1ccc(F)cc1)c1ccco1	0%	-4%	12%	3%	-1%	9%[9.22 µM]	5%
CCn1c(=O)c(C(=O)CN2CC(C)OC(C)C2)c(N)n(Cc2ccccc2)c1=O (centres undefined)	1%	4%	14%	8%	-3%	20%	7%
CC1CCCCN1C(=O)COC(=O)c1n[nH]c2ccccc12 (centres undefined)	2%	-9%	-7%[10 µM]	-6%	9%	13%	-11%
CC(NC(=O)Nc1ccccc1)C(c1cccs1)N1CCN(C)CC1 (centres undefined)	-4%	1%	14%[10 µM]	-5%	8%	?	-4%
CC(=O)[C@@H]1[C@@H](C(=O)c2ccccc2)[C@]2(C(=O)Nc3ccccc32)[C@H]2C=Cc3cc(F)ccc3N12	-17%	?	-39%[10 µM]	-5%	19%	27%	?
CCOC(=O)C1CCN(Cc2c(F)cccc2Cl)CC1	-7%	-4%	-4%	-4%	3%	0%	4%
COc1ccccc1NC(=O)CSc1nnnn1-c1ccc(C)cc1	3%	1%	36%[10 µM]	-9%	9%	-1%	-18%
CS(=O)(=O)N(CC(=O)NCCc1ccccc1)c1cccc([N+](=O)[O-])c1	4%	14%	-24%	4%	2%	20%[9.22 µM]	5%[46 µM]
CCn1cc(CN2CCN(Cc3cccc(OC)c3)C(CCO)C2)c(C)n1 (centres undefined)	-6%	16%	12%[10 µM]	2%	-6%	10%[9.22 µM]	?
O=C1c2cccnc2C(O)N1Cc1ccc(F)cc1 (centres undefined)	-3%	9%	13%[10 µM]	-2%	-7%	-5%	-11%
COc1ccc(NS(=O)(=O)c2ccc(NC(=O)CCNS(=O)(=O)c3ccc(C)cc3)cc2)cc1	0%	-3%	10%[10 µM]	?	7%	13%	-7%
COc1ccc(N2C(=O)c3cccc4cc(Br)cc(c34)C2=O)cc1	-19%	25%	-12%	-3%	-6%	23%	-21%[46 µM]
CCNc1nc(N)c(C(=O)c2ccc(Cl)s2)s1	-1%	3%	?	-8%	-12%	/	5%
CC(C)(C)c1ccc(O)c(/C=N\O)c1	-22%	-13%	-3%	1%	1%	17%	-11%
Cc1ccc2c(c1)C(C)CC(C)(C)N2C(=O)NC1CCCCC1 (centres undefined)	2%	-1%	4%	-3%	-5%	23%	0%
CCn1cc(C2CC(=O)NC2=O)c2ccccc21 (centres undefined)	4%	2%	13%[10 µM]	/	0%	15%[9.22 µM]	/
CCC(C)n1c(SCC(=O)Nc2ccccc2C(F)(F)F)nc2ccsc2c1=O (centres undefined)	-7%	-3%	1%	-7%	3%	3%	?
CC1CC(=O)C2=C(C1)Nc1ccccc1N(C(=O)COc1ccccc1)C2c1ccco1 (centres undefined)	-12%	0%	-6%	-1%	3%	-4%	-4%
COc1ccc(NC(=O)Cn2nnc(C(=O)NCc3cccc(OC)c3)c2N)cc1	-2%	0%	-73%[inhibitor]	5%	-3%	6%	1%
CCOc1ccc2nc(NC(=O)Cn3[nH]c(=O)c4ccccc4c3=O)sc2c1	1%	4%	-4%[10 µM]	/	-5%	0%[9.22 µM]	/

5 compounds out of the list above, sorted by their value in LMNA splice mod, descending:
Structure,LMNA splice mod
CNc1nnc(-c2cc3ccccc3oc2=O)s1,20%
O=C(Nc1ccccc1C(=O)NCc1ccccc1)c1ccco1,17%
CCn1c(/C=C/Nc2ccccc2)[n+](CC)c2ccc(C(=O)OCC(F)(F)F)cc21,15%
CCOc1ncccc1C(=O)OCc1ccc(C#N)cc1,4%
CC(=O)c1ccc(-n2nnnc2SCC(=O)Nc2cccc(NC(=O)c3ccco3)c2)cc1,-3%

High-throughput results as filed in PubChem BioAssay.
